Mdm2-MdmX inh = inhibitors of human Mdm2-MdmX association, primary screen, cell-based, luminescence, split luciferase, SaOS-2, uHTS | Protein Mdm4 (Homo sapiens) + E3 ubiquitin-protein ligase Mdm2 (Homo sapiens), … | SaOS-2 split-luciferase Mdm2/MdmX complementation | inhibition, % at 8 µM | 3% of 330,000 active;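 active means inhibition of at least 50% at 8 µM in the primary screen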
CHOP UPR activ = activators of apoptotic CHOP UPR arm, primary screen, cell-based, CHO-CHOP luciferase reporter, luminescence, uHTS | UPR activation; percent of tunicamycin response over DMSO baseline | activation, % at 10 µM | 0.34% of 330,000 active | AID 449763, 2010;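 active means at 10 µM dose, activation of 40% or more, normalized to positive control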;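 further: 100% = tunicamycin at 10 µg/mL and 0% = DMSO alone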
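Assay system: CHO-CHOP cells, stable luciferase reporter of PERK-eIF2a-CHOP signalling / Buffer or medium: F12 plus 10% serum / Compound dosing: one dose, 10 µM in 0.5% DMSO / Times: 6 h compound treatment, 37 °C / Technique: luciferase luminescence / Read-out: % reporter activation, DMSO baseline versus tunicamycin full activation / Benchmarks: tunicamycin and DMSO controls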
Jurkat NFkB inh = inhibitors of induced NF-kB luciferase reporter, primary screen, TCR NF-kB activation inhibitor project, cell-based, luminescence, uHTS | inhibition, % at 4 µM | 0.53% of 330,000 active | AID 435003, 2010 | Jurkat, PMA/ionomycin-induced NF-kB luciferase reporter; in the data active means inhibition above about 50%
APJ agonist = agonists of human apelin receptor APJ, primary screen, CHO-K1 cells, PathHunter beta-arrestin, luminescence. P35414. 0% DMSO wells, 100% apelin. activation, % at 20 µM. 0.11% of 330,000 active. AID 2520, 2010;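 active means activation more than six SD over the plate average, tested at 20 µM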;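 further: 0% = DMSO alone and 100% = apelin-13 at 10 nM; some results filed as inactive read as strong as hits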
Target sequence (P35414 whole entry, looked up): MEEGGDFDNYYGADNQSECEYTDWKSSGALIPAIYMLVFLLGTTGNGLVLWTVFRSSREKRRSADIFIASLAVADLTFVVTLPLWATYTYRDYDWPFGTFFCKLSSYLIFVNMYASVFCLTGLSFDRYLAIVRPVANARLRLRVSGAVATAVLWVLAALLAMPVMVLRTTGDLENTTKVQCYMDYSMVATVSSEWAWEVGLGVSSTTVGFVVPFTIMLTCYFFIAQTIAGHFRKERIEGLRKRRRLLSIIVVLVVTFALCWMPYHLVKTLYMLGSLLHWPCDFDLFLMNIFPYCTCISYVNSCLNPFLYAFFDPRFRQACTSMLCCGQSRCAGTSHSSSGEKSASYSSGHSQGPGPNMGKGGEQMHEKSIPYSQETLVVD
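Assay system: engineered CHO-K1 APJ arrestin reporter cells; Amount: 1000 CHO-K1 reporter cells seeded per well; Dosing: one dose, 20 µM compound, 1% DMSO; Times: compound stimulation 90 min at 25 °C, detection 60 min; Measured by: luminescent beta-gal fragment complementation, chemiluminescent substrate; Read-out: APJ–arrestin association signal; Controls: DMSO vs Apelin-13 10 nM.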
APJ antagonist = antagonists of human apelin receptor APJ, primary screen, CHO-K1 cells, beta-arrestin complementation, luminescence; P35414; AID 2521, 2010; inhibition, % at 20 µM; 0.32% of 330,000 active;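 active means inhibition above about 40% at 20 µM, limit read from the data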;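 further: cells challenged with 10 nM apelin-13 agonist together with compound; plate controls were apelin-13 plus DMSO wells for no effect and DMSO wells lacking apelin-13 for full effect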
XBP1 UPR activ = activators of adaptive XBP1 UPR arm, primary screen, cell-based, CHO-XBP1 luciferase reporter, luminescence, uHTS; IRE1-XBP1 UPR activation; percent of tunicamycin response, DMSO as zero; activation, % at 20 µM; 0.33% of 330,000 active; AID 463104, 2010;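 active means versus positive control, 20 µM dose yields 30% or more activation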;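 further: 100% = tunicamycin at 10 µg/mL and 0% = DMSO only wells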
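Material: CHO cell line with stable XBP1 luciferase reporter; schedule: 16-18 h cell attachment at 37 °C, then 6 h compound exposure; signal: glow luminescence from Steady-Glo reagent; medium: serum-containing F12 medium, 10% FBS; benchmarks: tunicamycin 10 µg/mL and vehicle-only wells; read-out: percent activation relative to tunicamycin reference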
tim23-1 inh = growth inhibitors of tim23-1 mutant yeast, primary screen, luminescence, uHTS; S. cerevisiae tim23-1 growth, BacTiter-Glo luminescence, 24 h; 1.3% of 330,000 active; inhibition, % at 20 µM;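 active means growth inhibition of the mutant yeast at or above 50%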;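 further: temperature-sensitive mutant grown at 25 °C; plate controls were DMSO-treated mutant yeast for no effect and medium wells lacking yeast for full effect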
697 NFkB inh = inhibitors of PMA/ionomycin-induced NF-kB reporter, 697 cells, primary screen, B-cell NF-kB inhibitor project, cell-based, luminescence, uHTS; 697 B-cell NF-kB luciferase reporter, 16 h; inhibition, % at 4 µM; 0.33% of 330,000 active; in the data active means inhibition above about 35%
Active calls of the source: *; / = no result given.

SMILES,Mdm2-MdmX inh,CHOP UPR activ,697 NFkB inh,Jurkat NFkB inh,tim23-1 inh,XBP1 UPR activ,APJ agonist,APJ antagonist
CSc1nsc(SCC(=O)NCc2ccccc2)n1,24,3.0,3,-2,2,-4,1,15
Nc1ncc(Br)cc1S(=O)(=O)NCCc1ccccc1,24,-0.6,11,2,25,-6,-1,-5
CCc1[nH]nc(C(=O)N2CCCC(CO)(Cc3ccc(F)cc3F)C2)c1C (stereo not given),11,0.7,-9,3,26,-6,1,2
Cc1ccc(CCN2CC(C(=O)NCCN(C)C)CC2=O)cc1 (stereo not given),-3,-0.7,2,1,1,0,1,6
Cc1c(NS(=O)(=O)c2ccc(NC(=O)CCC(=O)O)cc2)c(=O)n(-c2ccccc2)n1C,22,2.2,8,-21,-11,-4,-4,3
Cc1ccc(C(=O)NCCN2CCOCC2)cc1C,13,0.5,12,2,4,-5,-2,18
C[C@@H](NC(=O)OC(C)(C)C)c1nnc(S(=O)(=O)Cc2ccccc2)o1,53*,23,-7,30,12,-6,-2,21
COc1ccc(CCNC(=O)CN(C)S(=O)(=O)c2cccc3nsnc23)cc1OC,-27,-1.0,-18,17,8,-2,6,-16
Cc1ccc(S(=O)(=O)c2nc(-c3cccs3)oc2N2CCC(C(N)=O)CC2)cc1,12,-0.7,9,-3,-8,-3,-5,2
Cn1nc(C(F)(F)F)c2cc(NC(=O)OCC(C)(C)C)sc21,14,1.1,16,3,50*,3,-1,16
CCOC(=O)C(C)N1C(=O)S/C(=C/c2cc(C)n(-c3ccncc3)c2C)C1=O (stereo not given),6,0.3,-23,-4,8,1,0,5
O=C(Nc1cnn(Cc2ccc(F)cc2)c1)c1cc(-c2cccs2)on1,-12,2.8,11,0,3,5,-3,4
COc1ccc(C(=O)Nc2nc3ccc(S(C)(=O)=O)cc3s2)cc1,27,2.2,-2,-10,-5,0,1,-6
COc1ccccc1Nc1ncnc2c1cnn2-c1cccc(C)c1,0,5.7,-9,-36,6,0,-4,14
Cc1cc2ncc(C(N)=O)cn2n1,8,1.1,2,-8,8,1,-2,-17
Cc1ccc2nc(SCC(=O)c3ccc(Cl)cc3)nc(=O)n2c1,4,0.9,-15,-24,13,0,-4,11
Cc1onc(-c2c(F)cccc2Cl)c1C(=O)N1CCCc2ccccc21,36,-3.4,16,33,28,-8,-3,7
O=C(O)COc1ccccc1/C=C1\SC(=S)N(NC(=O)c2ccccc2O)C1=O,22,-0.5,13,5,11,-1,-2,21
C=CCn1c(CNS(=O)(=O)c2ccc(Cl)cc2)n[nH]c1=S,-9,3.4,6,7,3,-2,-3,-3
COC(=O)[C@H](CC(C)C)NC(=O)Cn1cnc2c(NCc3ccccc3)ncnc21,-2,2.9,-15,/,28,1,/,/
O=C(COc1ccc(S(=O)(=O)N2CCCC2)cc1)Nc1ccc(F)cc1,1,1.2,9,0,28,-1,-2,-2
COC(=O)c1ccc(C)c(N(CCO)CCO)c1,-12,-0.7,-1,-2,4,0,-3,-7
COc1ccc(N(C(=O)Cn2nnc(-c3ccc(C)o3)n2)C(C(=O)NC2CCCC2)c2ccncc2)cc1 (stereo not given),24,2.3,-16,-10,-13,-1,-1,13
CC(Oc1cccc(Cl)c1)C(=O)Nc1cc(S(=O)(=O)N2CCOCC2)ccc1N1CCCCC1 (stereo not given),42,12,-28,-5,4,2,-4,14
Nc1ncnc2c1ncn2[C@@H]1O[C@H](CNS(=O)(=O)c2ccc3c(c2)CCN(C(=O)C(F)(F)F)C3)[C@@H](O)[C@H]1O,24,3.0,12,/,21,-1,/,/
COCCn1c(SCC(=O)Nc2ccc(C)cc2C)nc2c(oc3ccccc32)c1=O,18,-1.3,-18,-6,-12,-1,-1,14
Nc1c(C(=O)Nc2ccc(Cl)c(C(=O)O)c2)sc2nc3c(cc12)CCCC3,22,1.8,16,13,5,-3,10,-3
COC(=O)c1c(C)oc2ccc(N(C(=O)c3ccncc3)S(=O)(=O)c3ccc(C)cc3C)cc12,33,7.1,-1,33,34,2,-3,14
COCCN(C(=O)CNC(=O)c1ccco1)C(C(=O)NC1CCCC1)c1cccc(OC)c1 (stereo not given),-18,-0.6,12,21,3,-1,-8,15
COc1cccc(CN2CCNC(=O)C2CC(=O)NCC(C)(C)N2CCOCC2)c1OC (stereo not given),-18,-2.1,12,6,-18,0,-8,-24
Cc1cc(=O)[nH]c2cc(O)ccc12,-2,-1.8,28,11,-7,-1,-3,8
C=CCN([C@@H](CC(C)C)C(=O)OC)S(=O)(=O)N(CC=C)[C@@H](CC(C)C)C(=O)OC,-12,1.7,4,-3,27,0,-2,20
COc1ccc(NC(=O)CCNS(=O)(=O)c2ccc(C)c(C)c2)cc1OC,9,0.4,18,1,2,-1,1,-1
COCC(C)NC(=O)Cc1ccc(F)cc1 (stereo not given),2,-2.2,1,13,5,-3,-4,12
N#Cc1ccc2ccn(CC(=O)NCc3ccccc3)c2c1,5,-1.2,-53,-8,12,-4,-1,3
CCOc1ccccc1C(C(=O)NC1CCCC1)N(C(=O)c1csnn1)C1CC1 (stereo not given),18,2.2,7,-5,15,-2,0,18
CCCOc1cccc(OCC(=O)Nc2nc3ccccc3[nH]2)c1,-15,1.3,-14,7,5,2,3,10
O=C(Nc1ccncc1)c1cc(-c2ccccn2)nc2ccccc12,9,-0.4,30,-6,-16,-1,4,0
Fc1ccc(/C=N/NC(=S)Nc2ccc(Cl)cc2)cc1F,-29,5.2,-20,-23,27,1,0,8
Cc1cccc(NC(=O)C(CCC(N)=O)NC(=O)OCc2ccccc2)c1 (stereo not given),28,1.9,18,-6,-4,-5,-2,8
COc1ccc(NC(=O)CN(C)S(=O)(=O)c2ccc(Cl)cc2)c([N+](=O)[O-])c1,-1,-0.7,6,-9,19,3,3,-21
Cc1nc2sc(C(c3cccc(F)c3)N3CC(C)OC(C)C3)c(O)n2n1 (stereo not given),-7,-2.4,-20,2,1,-2,-1,3
CCOc1ccc(-n2c(SCC(=O)Nc3ccc(CC)cc3)nc3n[nH]c(C)c3c2=N)cc1,42,-2.3,14,18,-14,-1,-3,-7
Cc1nc2ccc(C(=O)O)cc2[nH]1,12,-0.9,28,1,-5,-2,6,-8
Cn1nnnc1Sc1ccc(C(=O)O)cc1[N+](=O)[O-],-30,0.0,-6,7,5,2,0,-19
COc1ccc(N(CC(=O)NCCSCc2ccco2)S(=O)(=O)c2ccc(C)cc2)cc1,-3,-0.6,13,15,18,-4,-3,9
CN(c1ccccc1)S(=O)(=O)c1cccc(C(=O)OCC(=O)Nc2ccc3[nH]c(=O)[nH]c3c2)c1,-9,-0.4,-3,-10,-19,-2,-5,-5
COc1ccccc1NC(=O)COC(=O)C1CC1,24,-0.1,19,7,4,-4,-3,7
Cc1cccc(/N=C/C2=C(O)CC(C)(C)CC2=O)n1,9,-0.5,-21,-14,5,0,-4,0
COc1cc(NC(=O)c2ccc(Cl)cc2)c(OC)cc1Cl,-6,2.1,19,6,14,1,-5,27

Four entries from above, with each value named.
COc1ccccc1NC(=O)COC(=O)C1CC1
  Mdm2-MdmX inh = 24 | CHOP UPR activ = -0.1 | 697 NFkB inh = 19 | Jurkat NFkB inh = 7 | tim23-1 inh = 4 | XBP1 UPR activ = -4 | APJ agonist = -3 | APJ antagonist = 7
Cc1nc2ccc(C(=O)O)cc2[nH]1
  Mdm2-MdmX inh = 12 | CHOP UPR activ = -0.9 | 697 NFkB inh = 28 | Jurkat NFkB inh = 1 | tim23-1 inh = -5 | XBP1 UPR activ = -2 | APJ agonist = 6 | APJ antagonist = -8
Cn1nnnc1Sc1ccc(C(=O)O)cc1[N+](=O)[O-]
  Mdm2-MdmX inh = -30 | CHOP UPR activ = 0.0 | 697 NFkB inh = -6 | Jurkat NFkB inh = 7 | tim23-1 inh = 5 | XBP1 UPR activ = 2 | APJ agonist = 0 | APJ antagonist = -19
Cc1cccc(/N=C/C2=C(O)CC(C)(C)CC2=O)n1
  Mdm2-MdmX inh = 9 | CHOP UPR activ = -0.5 | 697 NFkB inh = -21 | Jurkat NFkB inh = -14 | tim23-1 inh = 5 | XBP1 UPR activ = 0 | APJ agonist = -4 | APJ antagonist = 0

Remaining list, next part
SMILES,Mdm2-MdmX inh,CHOP UPR activ,697 NFkB inh,Jurkat NFkB inh,tim23-1 inh,XBP1 UPR activ,APJ agonist,APJ antagonist
O=C(O)CCn1c(=O)sc2ccccc21,18,-1.2,-7,-7,9,0,-2,30
Cc1ccc(NCc2ccc(Cl)nc2)c(NCc2ccc(Cl)nc2)c1,23,-2.0,14,-15,4,-3,-2,-4
Cc1cccc(C)c1OCC(=O)Nc1oc(-c2ccccc2)c(-c2ccccc2)c1C#N,5,1.1,0,4,10,-1,-3,11
C[C@H](NC(N)=O)C(=O)OCC(=O)Nc1ccc(OC(F)F)cc1,1,-0.3,24,-10,9,4,-2,4
Cc1ccc2nc(N3CCN(c4cccc(C)c4C)CC3)c3nnnn3c2c1,-9,0.8,-14,-2,-3,-3,0,15
CCOc1ccc(-n2nnc3c(=O)n(C/C=C/c4ccccc4)cnc32)cc1,18,-0.4,-7,-8,-7,-3,1,-1
O=C(NNC(=S)NCc1ccccc1)c1ccccc1OC(F)F,-11,3.5,3,3,22,-1,-1,9
CCN1CCCC1CNC(=O)c1c(O)c2c([nH]c1=O)CCCC2 (stereo not given),12,-1.9,8,-3,14,-1,0,13
Cn1ncc(Cl)c1C(=O)NCc1ccc2c(c1)OCO2,-9,-1.9,-47,-7,-12,-5,-3,-2
COc1cccc(C(=O)C2CCCN(Cc3cccn3-c3cccnc3)C2)c1 (stereo not given),35,-1.9,4,1,17,-2,-1,12
CCOC(=O)c1[nH]c(CSc2nnc(-c3ccc(OC)cc3)o2)c(C(=O)OCC)c1C,-5,11,1,17,6,-2,-1,7
O=C(CSc1nc2ccc([N+](=O)[O-])cc2s1)NC1CCS(=O)(=O)C1 (stereo not given),-31,10,-7,-9,9,-2,3,4
O=C(NCc1ccccc1Cl)c1ccc(NC2=NC3CS(=O)(=O)CC3S2)cc1 (stereo not given),-3,-0.7,-1,-5,7,-3,-4,-2
Cc1ccccc1OCC(=O)OCC(=O)Nc1ccc(Cl)cn1,9,-1.0,1,-12,16,-1,-2,-11
CC(C)N(C(=O)Cn1cc(S(=O)(=O)CC(=O)NCc2ccccc2)c2ccccc21)C(C)C,26,0.2,1,5,7,-3,-9,3
COc1ccc(/C=N/NC(=O)CN(c2ccc(OC)cc2)S(=O)(=O)c2ccccc2)cc1,-47,-0.2,-10,-15,3,-2,1,-7
Cc1cc(C(=O)CSc2nnc3c(Cl)cc(Cl)cn23)c(C)n1C,3,-0.8,4,3,1,2,-1,-13
CCCNS(=O)(=O)c1ccc(OCC(=O)N2CCCC2)cc1,4,0.4,10,-18,6,-1,-3,2
C=CCc1ccc(OCCn2nnc3ccccc32)c(OC)c1,-84,3.5,-244,-74,33,-3,3,-28
CC1CCCC(NC(=O)COC(=O)CN2C(=O)C3CCCCC3C2=O)C1C (stereo not given),34,-1.6,20,-7,21,-7,-3,6
COc1ccc(C(=O)Nc2ccccc2)cc1NC(=O)c1cccs1,-1,-0.2,15,-6,51*,0,-3,9
